MITF TRPM1 HTS: increases MITF-driven TRPM1 promoter luciferase signal; SK-MEL-5 TRPM1-promoter luciferase, 24 h; % of positive control, neutral wells = 0; activation, % at 12.5 µM; actives 0.75% (n = 300,000); AID 588334;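 active = mean activation of at least 80% with every replicate also reaching 80%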;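 also: 0% = neutral control wells and 100% = parthenolide positive control wells; values of inactives mirror those of a sister screen read the other way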
SR-BI DiI inh: blocks mouse SR-BI lipid uptake from DiI-HDL. inhibition, % at 12.5 µM. AID 488896. actives 0.96% (n = 320,000). ldlA[mSR-BI] CHO cells, DiI-HDL uptake fluorescence, 3 h. Q61009;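 active = mean replicate inhibition of at least 70% and a set share of replicates each scoring 70 or more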;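 also: 0% = median of neutral control wells and 100% = median of positive control wells; values of inactives mirror those of a sister screen read the other way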
Target sequence (Q61009 whole entry, looked up): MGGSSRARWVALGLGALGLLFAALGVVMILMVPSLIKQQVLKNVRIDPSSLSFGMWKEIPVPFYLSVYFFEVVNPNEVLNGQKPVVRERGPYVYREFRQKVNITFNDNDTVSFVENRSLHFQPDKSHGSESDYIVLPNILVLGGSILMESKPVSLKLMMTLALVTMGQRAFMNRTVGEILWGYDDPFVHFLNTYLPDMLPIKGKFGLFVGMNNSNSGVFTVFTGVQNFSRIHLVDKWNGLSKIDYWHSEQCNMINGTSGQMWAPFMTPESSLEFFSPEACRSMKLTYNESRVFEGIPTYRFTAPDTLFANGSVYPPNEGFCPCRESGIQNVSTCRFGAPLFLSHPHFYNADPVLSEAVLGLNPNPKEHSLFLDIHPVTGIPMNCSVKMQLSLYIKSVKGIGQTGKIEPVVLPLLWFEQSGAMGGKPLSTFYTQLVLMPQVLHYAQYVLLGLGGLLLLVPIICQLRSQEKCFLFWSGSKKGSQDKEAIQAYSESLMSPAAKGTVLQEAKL
Pemphigus Ab inh: inhibitors of pemphigus antibody binding to human desmoglein-3; DSG3-coupled beads, scFv-anti-DSG3-GFP binding, flow cytometry; stronger effect = lower value; P32926; AID 588358; actives 0.48% (n = 310,000); binding (percent of control), % at 10 µM;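 active = binding more than 3 SD below its plate's average and above zero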;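 also: hits lower antibody fragment binding to DSG3; some compounds called inactive have numbers as strong as hits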
SR-BI DiI-HDL act: enhances SR-BI lipid uptake from DiI-HDL | CHO ldlA[mSR-BI] cells, DiI-HDL uptake fluorescence, 3 h; 100 = double the neutral-control signal | activation, % at 12.5 µM | actives 0.096% (n = 320,000);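 active = mean replicate activation of at least 60% and every replicate at or above 60%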;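 also: 0% = median plate neutral-control signal and 100% = twice that signal; values of inactives mirror those of a sister screen read the other way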
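Test system: SR-BI-overexpressing, LDLR-lacking CHO cells. Measured by: DiI fluorescence, bottom read. Medium: Ham's F12 with 0.5% BSA, HEPES 25 mM, pH 7.4. Timing: 3 h uptake period with compound, 37 °C.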
dFosB activator: activators of mouse delta FosB homodimer | AID 493131 | activation, % at 25 µM | actives 0.99% (n = 340,000) | purified delta FosB, TAMRA-CDK5 oligo fluorescence polarization; percent of positive-control signal above neutral wells;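 active = mean activation above about 17%, with every replicate also reaching it, limit read from the data, passing the limit was not always enough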;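 also: fluorescence polarization rise as delta FosB binds a TAMRA Cdk5 AP-1 oligo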
Target sequence (P13346 whole entry, looked up): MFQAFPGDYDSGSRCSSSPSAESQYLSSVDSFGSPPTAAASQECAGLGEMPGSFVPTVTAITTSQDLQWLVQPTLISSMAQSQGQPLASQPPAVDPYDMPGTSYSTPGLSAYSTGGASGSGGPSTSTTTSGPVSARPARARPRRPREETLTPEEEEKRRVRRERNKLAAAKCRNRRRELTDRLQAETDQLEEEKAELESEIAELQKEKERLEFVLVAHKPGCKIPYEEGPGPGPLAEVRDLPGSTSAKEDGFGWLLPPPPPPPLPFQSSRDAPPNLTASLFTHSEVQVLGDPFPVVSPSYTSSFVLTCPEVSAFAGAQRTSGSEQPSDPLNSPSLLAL
PKA-R1A act: activates the PKA-R1A holoenzyme complex; P00514+P68181; activation, % at 11.4 µM; PKA-R1A dissociation, Cy5-IP20 fluorescence polarization; scaled: DMSO 0%, 113 µM cGMP 100%; actives 0.083% (n = 340,000);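 active = percent activation above the mean of all tested compounds plus 3 SD, cut at about 19% in these data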;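 also: higher means more PKAc released from R1A so a rise in polarization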
NSD2 HMT inh: NSD2 (human) methyltransferase inhibition; O96028; NSD2 peptide methylation, AlphaScreen, 120 min; actives 0.54% (n = 310,000); inhibition, % at 12.5 µM; in the data active = inhibition above about 50%
Arr AP2 block: human beta-arrestin and AP2 interaction inhibition; FITC-arrestin peptide / GST-AP2 beads, flow cytometry; AP2 beta2 appendage carries R879A mutation; inhibition, % at 10 µM; actives 0.31% (n = 340,000); AID 504490;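 active = inhibition above a set limit, near 3 SD of compounds lacking own fluorescence, cut at about 54% in these data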;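 also: plate controls were DMSO wells for no effect and 5 µM unlabelled arrestin peptide for full effect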
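System: GST-AP2 R879A bound to glutathione beads, E. coli-expressed. Also added: 50 nM FITC-arrestin peptide. Schedule: compound with beads 12 min RT, then probe 1 h RT. Signal: bead flow cytometry, FITC channel. Read-out basis: percent response.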
CDK5 inh: CDK5/p35 (human) kinase inhibition | Recombinant CDK5/p35, ADP-Glo luminescence, 60 min | inhibition, % at 10 µM | actives 0.01% (n = 330,000) | Q00535+Q15078 | AID 488839;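 active = highest replicate inhibition of at least 50% and at least 75% of replicates reaching 50%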;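 also: plate controls were DMSO neutral control for no effect and GW8510 at 10 µM for full effect; many of its hits are not listed in these tables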
PKA-R2B act: PKA-R2B complex activation | P22694+P31323 | PKA-R2B holoenzyme dissociation, Cy5-IP20 fluorescence polarization; R2B truncated from residue 108, S112A mutant; 0% DMSO only, 100% 113 µM cGMP | activation, % at 11.4 µM | actives 0.079% (n = 340,000) | AID 504700;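 active = activation above a cutoff set at the mean over all compounds plus 3 SD, cut at about 18% in these data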;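 also: higher means more holoenzyme dissociation and a rise in polarization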
Mot1-301 SUMO: inhibitors of SUMOylation pathway: yeast Mot1-301 growth rescue | S. cerevisiae Mot1-301 growth rescue, ATP luminescence, 38.5C; percent above DMSO median, 100 means doubled | growth rescue, % at 18.8 µM | actives 1% (n = 320,000) | AID 2716;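 active = every valid replicate shows activation above 250% relative to neutral control wells; inactive = the rest, any valid replicate at or below 250%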;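 also: OY570 slx delta 5 strain wells were the positive control but not used for scaling; some compounds called inactive have numbers as strong as hits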
* = called active by the depositor; . = not tested or not shown.

SMILES	SR-BI DiI-HDL act	MITF TRPM1 HTS	PKA-R2B act	PKA-R1A act	dFosB activator	NSD2 HMT inh	CDK5 inh	SR-BI DiI inh	Mot1-301 SUMO	Pemphigus Ab inh	Arr AP2 block
COC(=O)c1ccc(OC(=O)CCN2C(=O)C3CCCCC3C2=O)cc1 (stereo not drawn)	-4	-10	7	-2	-18	0	-0.3	4	17	87	5
Cc1ccc(NC(=O)COC(=O)CN2CCCCCC2=O)c(C)c1	7	0	-2	-7	2	0	-0.1	-7	3	.	18
CCCc1nnc(NC(=O)Nc2ccc(OC)cc2)s1	.	47	8	12	-8	.	-4.0	.	-1	100	9
CNC(=O)c1ccccc1Sc1ccccc1C#N	13	-9	9	-8	0	-5	0.4	-13	-1	87	42
CCOc1cc(NC(=O)c2ccccn2)c(OCC)cc1NC(=O)c1ccc(OC)cc1	-72	-16	5	-1	-6	-2	3.2	72*	-3	79	8
CCCCn1c(SCC(=O)NC2CCS(=O)(=O)C2)nc2cc(S(N)(=O)=O)ccc21 (stereo not drawn)	12	-4	-17	-10	-10	1	0.8	-12	-11	118	-11
CCCCOC(=O)c1ccc(O)cc1	25	24	-12	-2	1	.	-1.6	-25	20	101	-3
CS(=O)(=O)N(CC(=O)N1CCN(c2ccccc2F)CC1)c1ccc2c(c1)OCCO2	33	3	1	-8	-1	.	1.4	-33	.	119	-5
CC1OC2(OC1C)C(=O)Nc1ccccc12 (stereo not drawn)	9	9	2	-10	-3	-2	-2.2	-9	11	109	-2
NC(=O)c1ccc2c(c1)S(=O)(=O)c1ccccc1C2=O	18	-4	0	-2	-2	-1	1.5	-18	-10	92	16
COc1ccc(CNC(=O)[C@@H](C)NC(=O)C2CCN(C(=O)[C@@H](N)CCSC)CC2)cc1	5	-7	0	-12	-3	.	0.8	-5	612*	.	-6
Cc1ccsc1C(=O)Nc1ccc(S(=O)(=O)N2CCOCC2)cc1	-7	29	3	1	-1	-2	1.1	7	0	104	3
CCOc1ccc(OCC)c(S(=O)(=O)NCCOC23CC4CC(CC(C4)C2)C3)c1	-8	3	-3	0	-4	-4	-1.3	8	12	108	-8
CC1(C)CC(CC(=O)O)CC(C)(C)N1	19	-4	-3	9	4	-1	0.4	-19	-9	113	-13
CCCc1nc(NCc2ccccn2)c2nnn(Cc3ccccc3F)c2n1	4	-6	-3	-2	-5	-1	1.2	-4	12	101	1
CC1(NCc2ccc(Cl)cc2)COP(=O)(NCc2ccccc2)OC1 (stereo not drawn)	3	3	-10	0	-10	-4	-6.4	-3	.	96	-2
Cn1nc(C(F)(F)F)c(C(=O)Nc2ccc(Cl)cc2)c1Cl	-30	.	-4	4	8	-1	1.0	30	0	102	6
COc1cc(NC(=O)CN2C(=O)NC(C)(c3ccc4ccccc4c3)C2=O)c(C)cc1[N+](=O)[O-] (stereo not drawn)	-39	5	-12	-7	4	.	-3.2	39	12	105	0
CCCC[C@H](CN(N=O)[C@@H](Cc1ccccc1)CN(C)N=O)N(CCc1ccccc1)N=O	-10	5	-4	2	-10	.	-2.7	10	-12	101	-2
CCCCCC(=O)NC(=S)Nc1ccc(N2CCOCC2)cc1	0	10	5	-3	-1	4	0.1	0	-3	99	.
CCC(=O)N1c2ccccc2NC2=C(C(=O)CCC2)C1c1ccco1 (stereo not drawn)	3	-3	0	-6	-11	-2	-1.7	-3	4	100	8
CCOC(=O)/C=C/C(=O)Nc1ccc(S(=O)(=O)N2CCc3ccccc32)cc1	-2	.	-7	-3	-11	2	6.9	2	4	100	31
COc1ccc(NC2CCCN(C(=O)c3ccc4nc(C)c(C)nc4c3)C2)cc1OC (stereo not drawn)	11	-6	-8	-12	-13	1	0.8	-11	20	104	17
CCN(CC)S(=O)(=O)c1cc(NC(=O)CSc2nccn2C)ccc1C	-3	6	2	7	-7	2	0.7	3	4	100	17
COc1ccc(C(c2sc3nc(C)nn3c2O)N2CCC(O)CC2)cc1OC (stereo not drawn)	20	-2	7	10	-3	.	0.5	-20	-1	97	20
CC(C)C1Nc2ccc(S(N)(=O)=O)cc2C2C=CCC21 (stereo not drawn)	27	1	-9	-1	-15	6	-0.7	-27	-12	.	7
O=C(COC(=O)C1CCN(S(=O)(=O)c2ccc3c(c2)OCCO3)CC1)Nc1cccc2ccccc12	9	8	-3	-3	-3	-1	0.6	-9	7	110	-8
CN(C)C(=O)/C(=C\c1cccc(Oc2ccccc2)c1)NC(=O)c1ccccc1	-6	5	-5	1	-10	1	-0.9	6	12	98	-4
COc1ccc(/C=N/NC(=O)c2cccnc2)cc1COc1ccc(NC(C)=O)cc1	-4	.	-1	1	-28	0	0.0	4	1	95	2
Cc1cc(Br)cc2c1NC(=O)C2(O)CC(=O)c1ccco1 (stereo not drawn)	-17	1	-9	-8	3	-1	-2.5	17	10	97	9

Some of the entries above in another layout.
SR-BI DiI-HDL act | MITF TRPM1 HTS | PKA-R2B act | PKA-R1A act | dFosB activator | NSD2 HMT inh | CDK5 inh | SR-BI DiI inh | Mot1-301 SUMO | Pemphigus Ab inh | Arr AP2 block | compound
. | 47 | 8 | 12 | -8 | . | -4.0 | . | -1 | 100 | 9 | CCCc1nnc(NC(=O)Nc2ccc(OC)cc2)s1
-4 | . | -1 | 1 | -28 | 0 | 0.0 | 4 | 1 | 95 | 2 | COc1ccc(/C=N/NC(=O)c2cccnc2)cc1COc1ccc(NC(C)=O)cc1

(cont.)
SMILES	SR-BI DiI-HDL act	MITF TRPM1 HTS	PKA-R2B act	PKA-R1A act	dFosB activator	NSD2 HMT inh	CDK5 inh	SR-BI DiI inh	Mot1-301 SUMO	Pemphigus Ab inh	Arr AP2 block
Cc1nnc(SCC(=O)NCC2CCCO2)n1Cc1ccccc1 (stereo not drawn)	0	21	2	3	-5	4	0.0	0	-12	90	10
COc1ccc(CN2CCN(S(=O)(=O)c3ccc(F)cc3)CC2)c(OC)c1OC	3	5	8	4	-6	5	-0.9	-3	-18	92	10
CN(C)S(=O)(=O)c1ccc2c(c1)C(CC(=O)O)OC2=O (stereo not drawn)	21	3	12	12	-2	-3	-1.2	-21	4	123	7
O=C1C2C3C=CC(CC3)C2C(=O)N1c1ccc(Cl)cc1 (stereo not drawn)	35	.	-4	-7	2	-1	2.6	-35	-24	116	43
C=CCn1c(=O)c(C(=O)Nc2cccnc2)c(O)c2ccccc21	13	-2	-10	-11	-33	1	0.2	-13	-7	118	8
CC(C)CC1Nc2ncnc(N3CCOCC3)c2N(Cc2ccccc2)C1=O (stereo not drawn)	23	-7	-5	2	-10	.	0.2	-23	-6	97	11
CN(CC(=O)Nc1ccccc1Cl)C(=O)COC(=O)/C=C/c1ccccc1	7	14	-1	-7	0	24	-0.5	-7	5	97	12
COc1cc(C(=O)OCC(=O)Nc2cccc(S(=O)(=O)N3CCOCC3)c2)ccc1OCC(C)C	-38	12	-15	-18	0	-3	1.6	38	5	104	-6
COc1ccc(C2=NOC3(CC(=O)N(c4ccc(C)cc4)C3=O)C2)cc1 (stereo not drawn)	9	-3	-1	3	-2	12	1.7	-9	2	108	-6
COc1cccc(C(=O)Nc2ccc3nc4n(c(=O)c3c2)CCCC4)c1	-4	50	1	2	-29	22	2.5	4	5	118	1
CCN(CC)S(=O)(=O)c1ccc(C(=O)NCc2n[nH]c(=S)n2-c2ccc(Cl)c(Cl)c2)cc1	-19	6	-11	1	0	1	-0.1	19	10	103	-18
CCn1cc(/C=C/C(=O)c2ccc(O)cc2)c(C)n1	14	54	5	-4	-12	-1	3.4	-14	-6	96	-3
Cc1ccc(S(=O)(=O)NCC(c2cccnc2)N2CCN(Cc3ccccc3)CC2)cc1 (stereo not drawn)	11	0	12	-2	-3	1	-1.1	-11	474	.	-12
CCOc1ccc(OCC)c(S(=O)(=O)N2CCCCC2)c1	-16	-5	-3	-1	-7	0	2.4	16	-37	107	10
Oc1cccc(NC(=S)Nc2cccnc2)c1	37	-6	-3	-7	-5	-2	-1.6	-37	14	118	-3
CCCSc1nc2cc(OC)c(OC)cc2c(=N)n1CCCN1CCOCC1	10	29	-8	-11	6	5	-0.8	-10	-8	129	-2
C=CCOc1c(Br)cc(CNc2ccc(NC(=O)C(C)C)c(OC)c2)cc1OCC	-62	-1	-15	-5	-6	3	0.9	62	20	.	3
COc1ccc(NC(=O)CC2C(=O)N(c3cccc(C)c3)C(=O)N2C2CCCCC2)cc1 (stereo not drawn)	-42	.	1	-1	-1	3	-1.7	42	165	100	15
COc1ccc(-c2cn(-c3ccc(C)cc3C)c(=S)[nH]2)cc1OC	-36	0	-3	-9	-11	0	3.0	36	-16	97	36
CS(=O)(=O)Nc1ccc(S(=O)(=O)NC2CCCCC2)cc1	17	-9	3	-5	-4	1	0.7	-17	-19	98	0
COc1ccccc1C(c1nnnn1C(C)(C)C)N1CCN(Cc2ccccc2)CC1 (stereo not drawn)	.	-6	-1	1	-5	-5	-1.9	.	-17	111	5
CCOC(=O)C1CCN(C(c2cc3ccc(C)c(C)c3[nH]c2=O)c2nnnn2C2CCCCC2)CC1 (stereo not drawn)	6	-7	14	10	-7	3	0.1	-6	-30	104	0
CC(SCc1cn2cc(Cl)ccc2n1)C(=O)O (stereo not drawn)	24	-16	-10	-5	-10	6	1.6	-24	90	96	-3
Cc1c(NC(=O)c2noc(C(C)C)c2[N+](=O)[O-])c(=O)n(-c2ccccc2)n1C	7	3	-4	-11	4	.	1.6	-7	2	91	2
CCc1noc(C)c1C(=O)OCC(=O)NCc1ccccc1	12	0	-2	-6	1	-4	0.1	-12	0	96	-14
O=C(Cc1ccccc1)NN1C(=O)/C(=C/c2ccccc2C(=O)O)SC1=S	9	1	-13	2	11	0	-1.4	-9	238	98	-1
CCc1ccc(N2CC(C(=O)Nc3ccc(S(=O)(=O)N4CCCCC4)cc3)CC2=O)cc1 (stereo not drawn)	-46	-12	-16	-17	-7	-2	-0.3	46	-18	115	2
CC(=O)N/C(=N/c1nc(C)cc(C)n1)Nc1ccc(NC(C)=O)cc1	-10	-8	-5	6	-9	5	1.4	10	-7	96	8
CCCNc1c(F)c(F)c2c(C)c3ccccc3nc2c1F	-20	67	0	2	-20	-10	-1.4	20	8	115	-4

Hits appear at their usual frequency; 4.7% or so of the library scored in one or more.
